CHO-K1 Ca ag: counter-screen for M1 agonists: effect in parental CHO-K1 cells | Fluo-8 calcium fluorescence; scaled to maximal ATP response, vehicle zero | activation, % at 3 µM | actives 0.48% (n = 360,000); in the data active means activation above about 15%;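 further: untransfected CHO-K1 host cells lacking M1 receptor as counterscreen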
TAAR1 antag: human TAAR1 antagonists, primary screen, Fluo-8 calcium fluorescence, CHO RD-HGA16 cells. Trace amine-associated receptor 1 (Homo sapiens), Q96RJ0. antagonist. inhibition, % at 3 µM. actives 1.5% (n = 360,000). AID 624466, 2012;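 active means inhibition above a per-plate cutoff, the mean inhibition of test compounds on that plate plus 3 SD, cut at about 49% in these data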;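 further: 0% = DMSO plus EC80 beta-PEA response and 100% = DMSO alone without agonist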
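Test system: RD-HGA16 CHO cells with stable hTAAR1 and Gα16 / Probe or stimulus: EC80 β-phenethylamine stimulus / Times: seeding 17-24 h prior, 75-min 37 °C, 30-min RT dye loading / Detection: Fluo-8 calcium-sensitive fluorescence / Read-out basis: % inhibition scaled between DMSO and EC80 PEA controls / Repeats: singlicate, one well per test compound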
M1 antag: human M1 muscarinic receptor antagonists, primary screen, CHO-K1 cells, Fluo-8 calcium fluorescence, 1536-well | Muscarinic acetylcholine receptor M1 (Homo sapiens), P11229 | CHO-K1 hM1, ACh EC80 antagonist | inhibition, % at 3 µM | actives 1.3% (n = 360,000);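 active means percent inhibition above its own plate's cutoff, namely the mean of that plate's compound wells plus 3 SD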;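 further: peak over basal fluorescence ratio during 140 s after agonist addition; 0% = ACh EC80 plus DMSO and 100% = DMSO alone without agonist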
Target sequence (P11229 whole entry, looked up): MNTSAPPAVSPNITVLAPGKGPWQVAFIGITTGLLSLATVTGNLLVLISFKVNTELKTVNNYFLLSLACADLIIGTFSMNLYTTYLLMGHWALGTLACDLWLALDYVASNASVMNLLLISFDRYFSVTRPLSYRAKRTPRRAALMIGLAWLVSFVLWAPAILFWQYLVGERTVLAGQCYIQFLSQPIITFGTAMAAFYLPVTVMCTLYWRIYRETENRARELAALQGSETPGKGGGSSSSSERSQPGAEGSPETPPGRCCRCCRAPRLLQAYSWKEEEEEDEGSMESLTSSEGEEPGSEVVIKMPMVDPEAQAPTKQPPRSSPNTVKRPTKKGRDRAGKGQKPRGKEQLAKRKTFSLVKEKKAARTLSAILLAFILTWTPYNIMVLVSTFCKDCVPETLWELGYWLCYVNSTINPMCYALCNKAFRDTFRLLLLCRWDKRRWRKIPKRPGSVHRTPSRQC
OXTR potentiate: human OXTR potentiators, primary screen, fluorescence, CHO-OTR cells, Fluo-8 calcium | Fluo-8 calcium fluorescence, potentiator mode; 0% = oxytocin EC15, 100% = EC100 | Oxytocin receptor (Homo sapiens), P30559 | AID 2445, 2010 | actives 0.061% (n = 320,000) | activation, % at 3 µM;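 active means activation above that plate's cutoff, the mean activation of tested compounds plus 3 SD, cut at about 6.6% in these data, passing the limit was not always enough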;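 further: 100% uses oxytocin at 75 nM as the full agonist control; some results filed as inactive read as strong as hits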
Target sequence (P30559 whole entry, looked up): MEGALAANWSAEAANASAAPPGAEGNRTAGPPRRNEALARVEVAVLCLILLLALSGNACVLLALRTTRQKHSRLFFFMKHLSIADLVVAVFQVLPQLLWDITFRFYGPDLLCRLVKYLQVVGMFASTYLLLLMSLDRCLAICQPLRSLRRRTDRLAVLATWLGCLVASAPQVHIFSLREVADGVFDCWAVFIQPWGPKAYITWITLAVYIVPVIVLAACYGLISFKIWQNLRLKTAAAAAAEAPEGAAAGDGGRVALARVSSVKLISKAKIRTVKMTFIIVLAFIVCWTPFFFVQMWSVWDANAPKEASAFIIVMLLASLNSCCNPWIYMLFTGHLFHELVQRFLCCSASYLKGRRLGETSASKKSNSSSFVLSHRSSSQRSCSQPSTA
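test system = CHO-OTR cells, human receptor | compound = single-point 3.0 µM | schedule = 6 min compound pre-incubation at room temperature, 100 s kinetic read | signal = Fluo-8 no-wash calcium dye fluorescence, excitation 470-495 nm, emission 515-575 nm | repeats = single well per compound, singlicate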
M1 PAM parental: nonselective calcium activators in parental CHO-K1 cells, primary screen, counter-screen for M1 PAM project, cell-based, Fluo-8 calcium fluorescence, full deck, 1536-well. ATP EC20; 0% at ATP EC20, 100% at ATP max. actives 0.02% (n = 360,000). activation, % at 3 µM. AID 602247, 2012;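 active means activation above the run cutoff, the mean activation of all test compounds plus 3 SD, cut at about 40% in these data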;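 further: peak over basal fluorescence ratio in a 140 s read after ATP addition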
CHO-K1 Ca antag: counter-screen for M1 antagonists: effect in parental CHO-K1 cells. ATP-induced calcium, Fluo-8 fluorescence. inhibition, % at 3 µM. actives 0.6% (n = 360,000). AID 602250;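 active means inhibition above a per-plate cutoff, the plate's mean sample inhibition plus 3 SD, cut at about 24% in these data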;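 further: 0% = DMSO plus EC80 ATP and 100% = DMSO alone without ATP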
TAAR1 ag: human TAAR1 agonists, primary screen, Fluo-8 calcium fluorescence, CHO RD-HGA16 cells. actives 0.99% (n = 360,000). vehicle wells 0%, saturating PEA agonist 100%. Trace amine-associated receptor 1 (Homo sapiens), Q96RJ0. activation, % at 3 µM;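 active means activation above the mean activation of all test compounds in the run plus 3 SD, cut at about 38% in these data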
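System: CHO-derived RD-HGA16 cells with stable Gα16 and human TAAR1 / Times: 17-24 h plating, Fluo-8 75 min 37 °C, 30 min RT / Technique: calcium-sensitive Fluo-8 signal, excitation 470-495, emission 515-575 nm / Measure: % activation relative to PEA EC100 response / Benchmarks: DMSO and PEA EC100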
CHO parental Ca: ATP-evoked calcium signal inhibitors, parental CHO, primary screen, counter-screen for OX1R antagonist project, cell-based, fluorescence, Fluo-8 calcium dye; parental CHO-K1, ATP-induced calcium, Fluo-8 fluorescence; inhibition, % at 5.6 µM; actives 0.63% (n = 330,000); AID 463079, 2010;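 active means inhibition above that plate's mean sample inhibition plus 3 SD, cut at about 26% in these data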;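 further: 0% = ATP-challenged DMSO wells and 100% = DMSO wells without ATP; some compounds past the cut are filed as inactive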
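Assay system – parental CHO cells · Reagent – ATP stimulus · Detection – intracellular calcium via Fluo-8 no-wash fluorescent dye · Evaluation – percent inhibition of ATP-evoked calcium rise, normalized to controls · Controls – ATP wells versus no-ATP DMSO wells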
CHRM1 agonist: human M1 muscarinic receptor agonists, primary screen, Fluo-8 calcium fluorescence, CHO-K1 cells, HTS | Muscarinic acetylcholine receptor M1 (Homo sapiens), P11229 | CHO-K1 hM1, agonist mode; 0% DMSO, 100% acetylcholine EC100 | activation, % at 3 µM | actives 0.33% (n = 360,000) | AID 588814, 2011;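 active means activation above the run's mean compound activation plus 3 SD, cut at about 16% in these data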;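 further: peak over basal fluorescence ratio within a 140 s kinetic read after compound addition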
Starred values were filed as active, the others as inactive; . = no result given.

SMILES	CHO-K1 Ca ag	TAAR1 antag	M1 antag	OXTR potentiate	M1 PAM parental	CHO-K1 Ca antag	TAAR1 ag	CHO parental Ca	CHRM1 agonist
CC(CC(=O)Nc1ccc(C(N)=O)cc1)c1ccccc1 (stereo not given)	0.0	8	0	0	16	-4	1	-6	-6
COC(=O)c1ccc2c(=O)[nH]c(CN3c4ccccc4CC3C)nc2c1 (stereo not given)	0.1	12	-10	4	11	-10	11	0	-4
Cc1cc(C(=O)N/N=C/c2ccc(-c3ccccc3Cl)o2)n[nH]1	0.6	6	9	-2	-14	19	15	-18	-1
O=C(Cc1n[nH]c(=O)c2ccccc12)OCC(=O)c1ccc(F)c(F)c1	-0.2	-7	-3	0	12	-2	2	0	-3
Cc1cc(C)c(S(=O)(=O)N(CC(=O)N2CCOCC2)C2CCCCC2)c(C)c1	0.5	-1	4	-13	0	11	8	-23	2
CCSc1nnc(NC(=O)CSc2nnc(CNC(=O)c3cc(OC)c(OC)c(OC)c3)o2)s1	-0.1	14	3	1	8	-1	-1	-11	-5
Cc1c(C(=O)N2CCCCC2C)sc2ncnc(N3CCc4ccccc4C3)c12 (stereo not given)	1.9	28	2	-14	0	2	6	-31	-1
COc1cc2c(cc1OC)C(c1ccc(C)cc1)NC(=O)C2 (stereo not given)	-0.3	-19	-1	.	4	-2	1	.	-3
CCC(=O)N1CCN(c2c(Cl)cccc2[N+](=O)[O-])CC1	0.2	-17	-8	-6	20	-12	3	-5	-3
CC[C@]12c3[nH]c4ccc(Cl)cc4c3CCN1C(=O)[C@@H](CC(=O)NCCc1ccccn1)C[C@@H]2C(=O)N1CCN(C(=O)c2ccco2)CC1	-0.7	-13	-3	.	-8	1	11	-9	-5
O=C(O)CC1(CC(=O)Nc2ccc3c(c2)OCCCO3)CCCCC1	0.9	1	-2	-2	15	-3	0	7	0
O=C1C=C(Nc2cccc3cccnc23)c2ccccc2C1=O	1.7	-8	-11	1	8	1	-1	-8	-2
O=C1NC(=S)S/C1=C\c1ccc2ccccc2c1	2.2	-6	-4	-18	8	-11	1	-7	-3
Cc1ccc(SCC(=O)N2CCN(c3ccccn3)CC2)cc1	3.2	-7	3	-4	15	-12	-1	-3	-4
Cc1ccc(C(=O)CNc2cccc(Cl)c2)cc1	0.4	-13	-9	-2	22	-10	1	2	-8
CS(=O)(=O)c1ccc(Cl)c(NC(=O)CSc2nnc(C3CC3)n2C2CC2)c1	4.6	-14	-2	0	22	-4	7	-7	-3
O=C(O)C1CCN(S(=O)(=O)c2ccc(Cl)s2)CC1	-0.1	5	-3	5	30	-13	2	-5	-1
O=C1CCC[C@@H]2C[C@@]3(C[C@@H]4CCN1[C@H]24)Nc1cc(Cl)ccc1NC3=NC1CCCCC1	-0.1	1	1	.	9	-11	8	.	-5
COC(=O)c1ccc(CN2[C@H](C(=O)OC)C[C@@]3(O)[C@H](O)[C@H](O)[C@H](O)C[C@@H]23)cc1	0.7	9	5	-5	-7	7	12	-6	-6
NC(=O)CCCCC(=O)OCCCc1cccs1	0.0	19	-7	-9	-5	21	5	-1	-1

Whole records as entered above.
COc1cc2c(cc1OC)C(c1ccc(C)cc1)NC(=O)C2 (stereo not given) as listed: CHO-K1 Ca ag: -0.3; TAAR1 antag: -19; M1 antag: -1; OXTR potentiate: .; M1 PAM parental: 4; CHO-K1 Ca antag: -2; TAAR1 ag: 1; CHO parental Ca: .; CHRM1 agonist: -3
O=C(Cc1n[nH]c(=O)c2ccccc12)OCC(=O)c1ccc(F)c(F)c1 as listed: CHO-K1 Ca ag: -0.2; TAAR1 antag: -7; M1 antag: -3; OXTR potentiate: 0; M1 PAM parental: 12; CHO-K1 Ca antag: -2; TAAR1 ag: 2; CHO parental Ca: 0; CHRM1 agonist: -3
O=C1C=C(Nc2cccc3cccnc23)c2ccccc2C1=O as listed: CHO-K1 Ca ag: 1.7; TAAR1 antag: -8; M1 antag: -11; OXTR potentiate: 1; M1 PAM parental: 8; CHO-K1 Ca antag: 1; TAAR1 ag: -1; CHO parental Ca: -8; CHRM1 agonist: -2

New compounds follow
SMILES	CHO-K1 Ca ag	TAAR1 antag	M1 antag	OXTR potentiate	M1 PAM parental	CHO-K1 Ca antag	TAAR1 ag	CHO parental Ca	CHRM1 agonist
Cn1nccc1C(=O)N1CCCC(C(=O)c2cccc3ccccc23)C1 (stereo not given)	0.1	-7	-11	1	-15	18	4	-6	-6
Cc1c(CCC(=O)NCCCN2CCCC2=O)c(=O)oc2cc(O)ccc12	0.4	-3	1	1	-7	-3	0	-7	-7
COc1ccc([C@H]2CC(=O)C=C(c3cc(OC)ccc3OC)C2)cc1	0.4	8	8	-5	9	-13	3	-21	-6
O=C(O)c1ccc2c(=O)n3cc(C(=O)c4ccccc4O)cc(Cl)c3nc2c1	-0.1	-7	-18	-4	4	-6	1	-3	-2
COC(=O)C1CCCCN1C(=O)c1ccc(OC2CCN(C(C)=O)CC2)c(OC)c1 (stereo not given)	0.3	-11	-16	-4	13	-6	4	1	-1
COc1ccccc1-c1nc(C#N)c(N2CCN(c3ccccc3)CC2)o1	0.7	25	-5	-3	17	-10	4	-11	-3
COc1ccc(C2C(C(C)=O)=C(C)Nc3ncnn32)cc1 (stereo not given)	0.1	-24	-9	-9	2	-6	2	2	-2
O=C(O)CNS(=O)(=O)c1ccc2c(c1)C(=O)c1cc(S(=O)(=O)NCC(=O)O)ccc1-2	0.4	-29	-16	.	23	-16	4	.	1
CC(=O)Nc1ccc(NC(=O)COC(=O)c2ccc(C)s2)cc1	0.5	2	-4	-5	5	2	3	-5	-2
C=CCNC(=S)NCC	1.8	-12	-25	-7	12	-13	0	10	-2
Fc1ccccc1NC(=S)N1CCCCC1	0.6	-3	-6	-1	26	-9	1	-1	-6
COc1ccc(C(=N/O)/C(=N/O)c2ccc(OC)cc2)cc1	0.5	2	-2	1	2	-3	2	2	-3
COCC(C)NC(=O)c1ccc(-n2nc(C(F)(F)F)cc2-c2cccs2)cc1 (stereo not given)	2.9	29	2	-8	12	-4	8	-13	0
Cc1cc(C(=O)Nn2cnc3ccccc3c2=O)ccc1[N+](=O)[O-]	0.0	4	-3	-1	4	8	5	-11	-2
CCOC(=O)c1sc(NC(=O)CSc2nnc(Cc3ccccc3)o2)c(C(=O)OCC)c1C	1.1	7	-3	-5	27	-11	12	-18	-6
COCCNC(=S)N/N=C(\C)c1ccc(OC)cc1	1.2	6	4	-4	21	-7	4	1	-4
O=C(Nc1ccc(-c2nnco2)cc1)c1ccccc1	0.4	15	-2	-17	17	-5	9	-7	-4
CCOc1ccc(NC(=O)c2cc(OC)nc3ccccc23)cc1	0.3	15	3	-8	-4	4	20	-18	-5
COc1ccc(CC(=O)NNC(=S)Nc2ccccc2)cc1Br	1.0	19	0	-6	9	-8	5	-11	-2
O=c1[nH]c(=O)n2ncnc2[nH]1	-0.4	-19	1	.	17	-6	1	.	-2
COc1ccc(NS(=O)(=O)c2cc(NC(=O)C3CC3)ccc2N2CCCCC2)cc1	0.4	-2	-5	-20	18	-15	1	-30	-2
COc1ccccc1N1CCN(C2CC(=O)N(c3cccc(Cl)c3)C2=O)CC1 (stereo not given)	1.2	-2	-27	-6	16	-4	2	-11	0
Cc1cc(C)c(NC(=O)c2ccc(S(=O)(=O)N(C)C)cc2)c(C)n1	1.1	6	-13	-1	1	-16	6	-3	-14
CCOC(=O)c1cn[nH]c1NC(=S)Nc1ccc(OC)cc1	1.4	-22	-6	-5	9	-3	0	-9	-1
COC(=O)c1ccc(CN2CCC(Oc3cccc(C(=O)N4CCOCC4)c3)CC2)cc1	2.7	-12	84*	-8	1	4	0	-16	18*
COC(=O)c1c(NC(NC(=O)C(C)(C)C)C(Cl)(Cl)Cl)sc2c1CCC2 (stereo not given)	0.7	-41	-12	-11	19	-14	15	-22	-5
Clc1ccc2c(NCc3ccccn3)ncnc2c1	1.7	-9	-8	-4	15	1	2	-7	-2
COC(=O)C1=C(\O)CCCC/C=C\1C(=O)O	0.0	-3	-4	.	-23	12	2	.	3
Cc1c(C(=O)N2CCN(c3ccccn3)CC2)sc2ncnc(N3CCN(c4ccccc4)CC3)c12	2.3	17	-7	-20	9	-1	14	-13	-6
Cn1c(CN2CCN(S(C)(=O)=O)CC2)nc2cc([N+](=O)[O-])ccc21	1.3	-10	-15	-8	3	-14	0	-1	-5
O=C(COc1ccc([N+](=O)[O-])cc1Cl)NCCc1ccccc1	0.9	-14	-11	-3	22	-10	1	-21	-6
COc1ccc(CNC(=O)CN2C(=O)c3ccc([N+](=O)[O-])cc3C2=O)cc1	0.8	-7	-9	-13	1	-11	6	-12	-1
CC(C(=O)O)N1C(=O)CSc2ncccc21 (stereo not given)	0.3	-13	-19	-4	-7	7	5	-18	0
COc1ccc(S(=O)(=O)N2CCOCC2)cc1NC(=O)c1ccc(Cl)cc1	-0.5	0	29*	2	-20	12	1	-12	-2
COc1ccc([C@H]2CC(=O)C=C(c3cc(F)ccc3F)C2)cc1OC	8.7	22	2	-6	13	-17	7	-9	-2
COC(=O)COc1ccc(C(=O)Cn2c(NCCCO)nc3ccccc32)cc1	0.7	10	-15	1	14	-6	0	-16	-3
O=C(NCc1ccccc1)C1CCCN1S(=O)(=O)c1ccc(F)cc1 (stereo not given)	1.1	-16	-11	-6	3	-13	1	-4	-2
C[C@]12C=CC(=O)C=C1CCC1C2CC[C@@]2(C)C1CCC21OCCO1 (stereo not given in full)	0.4	2	-8	0	9	-16	0	-1	-4
O=S(=O)(/C=C/c1ccccc1)NCCc1ccccn1	0.2	7	-8	-18	1	-6	5	-9	-2
COc1ccccc1N(CC(O)Cn1ccnc1C)S(=O)(=O)c1ccc(C)cc1 (stereo not given)	-0.6	-13	4	-4	-12	20	10	-15	-15
Cc1cccc(CC2CC(=O)N(c3ncccn3)C2=O)c1 (stereo not given)	0.5	-31	8	-8	27	-26	5	-5	-1
